Screening data from PubChem BioAssay.
XiGFP reactiv = activators of inactive X chromosome reactivation, primary screen, imaging, XiGFP fibroblasts, GFP high-content imaging, set 2; activation, % at 7.58 µM; 360,000 compounds, 0.055% hits; XiGFP mouse fibroblasts, % GFP-positive cells imaging, 3 d; cells co-treated with 5-aza-dC sensitizer; scaled so ellipticine positive control = 100%;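 active = mean normalized replicate activation at least 10% and every replicate at or above 10%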;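 also: 0% = median of on-plate neutral control wells and 100% = ellipticine 6 µM median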
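System: 68-5-11 XiGFP fibroblast line | Buffer or medium: DMEM containing 5-aza-dC | Compound: Single point | Times: Compounds 3 days, fix/stain 15 min at room temperature | Benchmarks: Positive control ellipticine, 6 µM final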
S100A4 inh HTS = inhibitors of S100A4-myosin IIA peptide binding, primary screen, biochemical, fluorescence polarization, TAMRA-MyoIIA peptide. inhibition, % at 10.7 µM. AID 652163, 2013. 360,000 compounds, 0.14% hits;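 active = mean inhibition of at least 70% across replicates, with every replicate also reaching that level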
Target sequence (P26447 whole entry, looked up): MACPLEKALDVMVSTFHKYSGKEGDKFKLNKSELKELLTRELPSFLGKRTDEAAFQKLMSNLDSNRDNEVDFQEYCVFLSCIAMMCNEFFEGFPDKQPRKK
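Material: human S100A4 monomer with TAMRA-labelled myosin IIA peptide; buffer or medium: HEPES pH 7.2 with CaCl2, KCl, NaCl, DTT, Triton; compound dosing: one concentration per compound; schedule: 5 min incubation before reading; benchmarks: neutral control DMSO, positive control TFP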
SIRT5 block = SIRT5 desuccinylase inhibitors, primary screen, biochemical, fluorescence imaging, single point, set 5; inhibition, % at 15 µM; Purified SirT5, succinyl-peptide AMC, trypsin-coupled fluorescence; 330,000 compounds, 1.1% hits; in the data active = inhibition above about 15%
Target sequence (Q9NXA8 whole entry, looked up): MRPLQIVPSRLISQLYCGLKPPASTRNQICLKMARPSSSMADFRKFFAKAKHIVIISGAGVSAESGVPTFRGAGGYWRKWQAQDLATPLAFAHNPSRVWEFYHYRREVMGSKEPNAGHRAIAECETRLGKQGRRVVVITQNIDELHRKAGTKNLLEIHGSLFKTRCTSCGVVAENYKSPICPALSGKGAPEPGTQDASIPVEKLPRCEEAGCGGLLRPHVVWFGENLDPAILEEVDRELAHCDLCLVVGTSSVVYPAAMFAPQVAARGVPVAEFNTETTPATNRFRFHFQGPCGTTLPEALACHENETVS
PGC1a acetyl inh = inhibitors of PGC1a acetylation signal, primary screen, cell-based, U2OS, AlphaScreen, inhibitor mode; 350,000 compounds, 0.17% hits; AlphaScreen anti-acetyl-lysine; with virally co-expressed GCN5 acetyltransferase; AID 651687, 2012; inhibition, % at 15.6 µM;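 active = every replicate shows inhibition of at least 40%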;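 also: 0% = neutral control wells and 100% = positive control wells; some results beyond the cut were filed as inactive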
LGR2 inh = inhibitors of bursicon-induced LGR2 CRE-luciferase signal, primary screen, cell-based, HEK293, CRE-luciferase reporter, bursicon stimulation; Drosophila bursicon receptor LGR2 (rickets); bursicon-stimulated, 4 h; inhibition, % at 9.99 µM; 380,000 compounds, 0.35% hits;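 active = drop in luminescence signal, shown as inhibition above about 50% in the replicate tests, limit read from the data, passing the limit was not always enough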;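 also: agonist challenge used bursicon conditioned medium at about half maximal strength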
Statin myotox sup = suppressors of statin myotoxicity in C2C12 myotubes, primary screen, cell-based, single point, plate reader. C2C12 myotubes + simvastatin, ATP luminescence, 48 h; scaled: DMSO 0, geranylgeraniol control 100. rescue of ATP level, % at 7.49 µM. 330,000 compounds, 0.78% hits. AID 602340, 2012;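 active = mean ATP rescue above about 67%, or every replicate alone reaching that limit, limit read from the data, passing the limit was not always enough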;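 also: myotubes were challenged with 10 µM simvastatin during compound exposure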
ERAP1 inh = human ERAP1 aminopeptidase inhibitors, primary screen, biochemical, single point, plate reader. recombinant ERAP1, Leu-AMC fluorescence, 60 min. inhibition, % at 10.7 µM. 340,000 compounds, 0.15% hits;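 active = mean replicate inhibition of at least 30%, or all replicates individually reaching that 30% level; inactive = mean below 30% and not every replicate reaching it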;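 also: 0% = neutral control wells and 100% = L-leucinethiol positive control wells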
Cneo AK release = Cryptococcus neoformans cell lysis inducers, primary screen, AK release luminescence, single concentration | C. neoformans lysis, adenylate kinase release luminescence, 4 h; normalised: neutral wells 0, clomiphene wells 100 | lysis activity, % at 15 µM | 360,000 compounds, 0.2% hits | AID 651654, 2012;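 active = mean lysis activity across replicates of at least 80%, whatever share of replicates individually reach that level; inactive = mean lysis activity below 80%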
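Test system: log-phase Cryptococcus neoformans yeast cells. Input: 5 × 10^6 yeast cells/mL. Medium: fresh YPD growth medium. Doses: single dose. Incubation: static 4 h at 37 °C with compound, 1 h detection. Measured by: luminescent adenylate kinase detection reagent. Read-out: signal increase indicating cell lysis. Benchmarks: Clomiphene.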
Active calls of the source: *; . = not tested or not shown; & = joins results of further samples.

Structure	XiGFP reactiv	S100A4 inh HTS	SIRT5 block	PGC1a acetyl inh	LGR2 inh	Statin myotox sup	ERAP1 inh	Cneo AK release
O=C(O)c1cccc(S(=O)(=O)Nc2ccc(-c3ccccc3)cc2)c1	0.3	0	5	4	-8	-5	-1	-1
CCOc1ccccc1NC(=S)N1C2CCC1CC(NC(=O)NC13CC4CC(CC(C4)C1)C3)C2 (stereo unspecified)	.	-5	-5	-19	17	-36	5	-2
CC1CCCC(C)N1/N=C/c1ccc(O)c(O)c1 (stereo unspecified)	-0.1	-4	7	-1	-6	8	-2	0
CCNC(=O)C[C@H]1CC[C@@H]2[C@@H](COc3ccc(NC(=O)Nc4ccc(F)cc4)cc3C(=O)N2C)O1	0.2	-7	0	-1	-4	-5	-3	-1
CCOc1ccccc1NC(=O)COC(=O)c1ccc2ccccc2n1	0.3	-2	-1	-2	22	3	2	2
O=C(CC(=O)N/N=C/c1ccccc1)NCc1ccccc1	0.0	-4	-2	-8	1	1	-4	.
O=C(CN(Cc1ccccc1Cl)C(=O)CNS(=O)(=O)c1ccc(F)cc1)NCC1CCCO1 (stereo unspecified)	0.2	5	-6	5	10	6	3	-6
CCC(=O)N(C)C[C@H]1Oc2ncc(-c3ccccc3F)cc2C(=O)N([C@@H](C)CO)C[C@@H]1C	0.1	3	-4	-11	19	-14	0	1
CC12CCC(=O)N1C(C(=O)OCC(=O)Nc1cccc(Br)c1)CS2 (stereo unspecified)	0.5	4	-2	7	14	5	6	13
O=C(C[C@@H]1CC[C@@H]2[C@H](COC[C@H](O)CN2Cc2ccncc2)O1)NCc1ccccc1Cl	0.4	7	1	-3	-5	-2	0	-1
C[C@@H]1CN([C@@H](C)CO)C(=O)c2c(c3ccccc3n2C)-c2ccccc2CO[C@@H]1CN(C)C(=O)N[C@H](C)c1ccccc1	-0.2	2	-1	-7	-1	20	4	-2
CC(C)NS(=O)(=O)c1ccc(N2C(=O)c3ccccc3C2=O)cc1	.	1	-3	1	6	9	2	1
CN1OC[C@@H]2CN[C@H](c3cccc(N4CCOCC4)c3)C[C@@H]21	0.2	-1	0	-2	-2	0	12	-2
COc1ccc(-n2cnc3sc(-c4ccccc4)cc3c2=O)cc1	.	.	.	-2	-80	-24	.	0
COc1ccc(N2CC(C(=O)Nc3cccc(C)n3)CC2=O)cc1 (stereo unspecified)	0.0	3	1	3	-1	9	-2	-2
COc1cccc(-c2cnc3c(c2)C(=O)N([C@H](C)CO)C[C@H](C)[C@H](CN(C)C(=O)NC2CCCC2)O3)c1	0.6	-15	-1	-12	-11	60	1	-5
O=C(Cc1cccs1)NCC1CCCO1 (stereo unspecified)	.	-3	-11	.	1	1	3	0
COCCOC(=O)N1CCCCC1c1cc(C(=O)Nc2cccc3c2CCCC3)no1 (stereo unspecified)	0.1	-2	.	5	-31	3	3	-1
COc1cccc(/C=C/c2onc(C)c2S(=O)(=O)N2CCC(C(=O)NC3CCCCCC3)CC2)c1	0.1	1	-7	2	-5	-14	1	0
CN(CC(=O)Nc1ccccc1Cl)C(=O)CCNC(=O)Nc1ccccc1	0.2	2	0	4	6	1	-3	1

Just ERAP1 inh, for three of the compounds above:
compound	ERAP1 inh
C[C@@H]1CN([C@@H](C)CO)C(=O)c2c(c3ccccc3n2C)-c2ccccc2CO[C@@H]1CN(C)C(=O)N[C@H](C)c1ccccc1	4
COc1cccc(-c2cnc3c(c2)C(=O)N([C@H](C)CO)C[C@H](C)[C@H](CN(C)C(=O)NC2CCCC2)O3)c1	1
COCCOC(=O)N1CCCCC1c1cc(C(=O)Nc2cccc3c2CCCC3)no1 (stereo unspecified)	3

Later entries:
Structure	XiGFP reactiv	S100A4 inh HTS	SIRT5 block	PGC1a acetyl inh	LGR2 inh	Statin myotox sup	ERAP1 inh	Cneo AK release
CCOc1ccccc1CN1CCNC(=O)C1CC(=O)NCc1cc(C)n(C)n1 (stereo unspecified)	0.0	25	-8	-1	10	1	-2	0
Cc1ccc(-n2nc3c([n+]2[O-])CCc2nonc2-3)cc1	0.0	15	-6	2	-4	.	16	.
COc1cc(NC(=O)CN(c2ccc(C)cc2)S(=O)(=O)c2c(C)noc2C)cc(OC)c1	0.0	-4	-2	.	6	5	-1	-1
Brc1ccc(C2NCCS2)cc1 (stereo unspecified)	0.0	-1	-3	3	4	-1	-2	1
C=CC[C@@H](CC(=O)NCCO)C(=O)NC[C@H](OC(=O)[C@@H](CC=C)Cc1ccc(F)cc1)c1ccccc1	-0.3	1	.	.	3	-5	.	0
C[C@@H]1CN([C@@H](C)CO)S(=O)(=O)c2ccc(C#CCN(C)C)cc2O[C@@H]1CN(C)C(=O)C1CCCCC1	-0.7	7	0	-21	-6	-13	-3	3
CC(=O)N1[C@@H](CO)[C@H](c2ccc(-c3ccccc3)cc2)[C@@H]1CNC(=O)C1CC1	-0.1	.	.	6	-1	11	.	95*
CC(C)NC(=O)N(C)C[C@H]1OCCCC[C@@H](C)Oc2ccc(NC(=O)Cc3ccccc3)cc2C(=O)N([C@@H](C)CO)C[C@@H]1C	0.4	20	-3	9	5	.	0	0
O=C(C1Cc2ccccc2CN1C(=O)c1ccco1)N1CCN(c2ccccc2)CC1 (stereo unspecified)	0.0	3	0	1	-2	-14	5	1
C[C@H]1CN([C@@H](C)CO)C(=O)Cc2cc(NC(=O)c3ccncc3)ccc2O[C@H]1CN(C)S(C)(=O)=O	0.1	3	.	-2	3	-2	-1	48
C[C@H](CO)N1C[C@H](C)[C@@H](CN(C)Cc2ccc(-c3ccccc3)cc2)Oc2c(NS(=O)(=O)c3cn(C)cn3)cccc2C1=O	0.2&0.0	2&-13	1	-1&3	-2&10	26&-13	3&-3	41&0
COCCNC(=O)CCc1nnc2ccc(N3CCC(C)CC3)nn12	0.1	-8	-2	-7	20	6	2	-1
c1ccc(COC(CN2CCCCCC2)CN2CCCCCC2)cc1	0.4	-5	1	.	20	.	-3	.
O=C(CC(=O)NN=C1CCCCCC1)NCc1cccnc1	0.0	-2	0	.	-35	.	-2	.
O=C(Nc1ccccc1F)N1CCCCN2[C@@H](CO)[C@H](c3ccc(C#Cc4cccnc4)cc3)[C@@H]2C1	0.3	3	6	7	-9	5	2	-3
O=C(O)C1CCCCC1C(=O)Nc1ccc(OCc2ccccc2)cc1 (stereo unspecified)	0.0	3	.	6	-3	-15	2	1
O=C(C[C@@H]1C[C@@H]2c3cc(NC(=O)NC4CCCC4)ccc3O[C@@H]2[C@H](CO)O1)NC1CCCC1	0.2	-4	-2	3	-1	2	3	-2
c1ccc2c(c1)COc1c3ncccc3nn1-2	-0.1	-1	-5	4	-11	-2	-1	-3
O=S(=O)(Nc1ccc(Cc2ccncc2)cc1)N1CCCC1	.	.	.	2	-6	1	.	0
COc1cc(/C=C/C(=O)OCC(=O)N2CCC(C)CC2)ccc1O	-0.8	-2	3	15	1	-6	2	2

The closing two records of the section before lead into the next:
Structure	XiGFP reactiv	S100A4 inh HTS	SIRT5 block	PGC1a acetyl inh	LGR2 inh	Statin myotox sup	ERAP1 inh	Cneo AK release
O=S(=O)(Nc1ccc(Cc2ccncc2)cc1)N1CCCC1	.	.	.	2	-6	1	.	0
COc1cc(/C=C/C(=O)OCC(=O)N2CCC(C)CC2)ccc1O	-0.8	-2	3	15	1	-6	2	2
O=C([C@H]1[C@H](CO)[C@H]2Cn3c(ccc(-c4ccccc4)c3=O)[C@@H]1N2CCC(F)(F)F)N1CCCCC1	0.0	0	-27	.	-10	10	0	-4
C[C@@H]1CCCCO[C@H](CN(C)C(=O)CCCN(C)C)[C@@H](C)CN([C@@H](C)CO)C(=O)c2cc(NC(=O)CCCN(C)C)ccc2O1	-0.1	3	-5	-5	-11	.	-1	5
CCCN1[C@H](C(=O)NC2Cc3ccccc3C2)[C@@H](CO)[C@@H]2Cn3c(ccc(C4=CCCC4)c3=O)[C@@H]21	0.0	-13	3	.	-2	10	3	6
Cc1noc(C)c1NC(=O)Nc1ccc2c(c1)CC(=O)N([C@@H](C)CO)C[C@H](C)[C@@H](CN(C)S(=O)(=O)c1ccc(Cl)cc1)O2	0.0	3	-3	3	39	1	-2	-13
Cc1cc(Nc2ccccc2C(=O)O)n2ncnc2n1	0.1	1	2	.	-28	2	-1	-1
COc1ccccc1NC(=O)Nc1nnc([C@H]2C[C@H](O)[C@@H](CO)O2)s1	0.0	0	2	4	5	3	3	-2
O=C(NCc1ccco1)C1CC(c2cc(C(F)(F)F)cc(C(F)(F)F)c2)=NO1 (stereo unspecified)	0.3	0	1	.	-12	-33	3	-1
O=C(C[C@H]1CC[C@H](NC(=O)C2CCC2)[C@H](CO)O1)NC1CCC1	0.0	-4	-2	-3	-5	-6	-2	-11
N/C(=N\N=C\c1ccc([N+](=O)[O-])cc1)c1nonc1N	0.2	-5	-5	0	-39	.	.	-7
Cc1ccc(C)c(N2CCN(C(=O)C3CCC3)CC2)c1	0.0	7	0	4	9	1	-2	-1
C[C@@H]1CN([C@@H](C)CO)C(=O)CCCn2cc(nn2)CO[C@H]1CN(C)S(=O)(=O)c1ccccc1C#N	-0.1&0.0	-1&-8	-19&-1	13&7	-12&-7	13	-2&-2	3
COc1ccc2[nH]c(=O)c(CN(Cc3cccs3)C(=S)NCC3CCCO3)cc2c1 (stereo unspecified)	-0.2	0	-4	-10	7	13	.	.
N#Cc1cn(CC(=O)N2CCc3ccccc3C2)c2ccccc12	.	.	.	4	30	-2	.	5
Cc1cnc(C(=O)OCC(=O)N(Cc2ccccc2)C(C)C)cn1	0.0	-2	-5	11	-3	.	-4	.
O=C(CCCn1cc([N+](=O)[O-])cn1)N1CCCCC1	0.0	-3	-1	-2	6	1	-1	0
O=C(c1ccco1)N(Cc1ccccc1)Cc1ccccn1	0.4	-1	5	9	3	.	-5	.
Cc1noc(C)c1NC(=O)Nc1cccc2c1O[C@@H](CN(C)S(=O)(=O)c1ccc(F)cc1)[C@@H](C)CN([C@H](C)CO)C2=O	0.0	1	3	2	2	-4	5	48
O=C(c1cc2ccccc2oc1=O)N(Cc1ccc(F)cc1)C1CCS(=O)(=O)C1 (stereo unspecified)	-0.1	2	3	-1	-81	12	-2	4
CCC(=O)N1[C@@H]2Cn3c(ccc(-c4ccccc4)c3=O)[C@H]1[C@@H](C(=O)N1CCc3ccccc3C1)[C@@H]2CO	0.1	1	-27	.	-2	10	-1	6
COc1ccc(CNC(=O)c2ccc(N3CCOCC3)c([N+](=O)[O-])c2)cc1	0.1	0	-1	.	-16	.	-1	.
CCn1c2ccccc2c2cc(C3N=C(N)Nc4nc5ccccc5n43)ccc21 (stereo unspecified)	.	0	.	3	11	-8	-3	5
O=C(O)c1cccc(-n2cccc2/C=C2\SC(=O)N(Cc3ccccc3F)C2=O)c1	0.0	2	2	.	-12	.	25	.
COc1ccc(CNC(=O)CSc2nnc3c(n2)[nH]c2ccc(F)cc23)cc1	0.1	-7	1	.	-6	4	3	-2

A portion of the library (hit frequency here may not be typical).
